# Pol beta inh: qHTS Assay for Inhibitors of DNA Polymerase Beta; Potency, µM (highest dose often 114 µM), inactives show at the top dose activity change, negative = inhibition, usual class: inhibitors; Pol beta primer extension/strand displacement, fluorescence kinetic; hit rate 1.3% among 340,000; P06746; also: potency is read from the fitted curve at half-maximal effect; % is scaled to controls: 0 for no effect and ±100 for the full control effect
#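 Pol beta (10 nM) and compounds were preincubated 15 min at room temperature, then 50 nM substrate (final) started primer extension/strand displacement. Reads were taken at 0 and 10 min; concentration-response data were fitted to a four-parameter Hill equation.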
# APEX1 inh: qHTS Assay for Inhibitors of the Human Apurinic/apyrimidinic Endonuclease 1 (APE1); recombinant APE1, TAMRA/BHQ-2 abasic DNA cleavage fluorescence; Potency, µM (doses to about 65.8 µM), for the others: at the top dose activity change, negative = inhibition, hits mostly inhibitors; hit rate 0.35% among 350,000; AID 2517, 2012;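 also: potency is read from the fitted curve at half-maximal effect; plate controls were vehicle for no effect and reference inhibitor for full effect; nearly all actives have a fitted effect of over 55% in size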
#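 Kinetic fluorescence read (525 ex/598 em nm, three reads 60 s apart) of AP-site incision; signal = third minus first read. Enzyme 0.75 nM, dual-labelled THF duplex 50 nM, compound preincubation 15 min RT.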
# Apoferritin bind: qHTS Assay for Identification of Novel General Anesthetics; apoferritin/1-aminoanthracene competitive binding, fluorescence; AID 485281, 2010; Potency, µM (titrated, usually from 77.5 µM), for the others: top-dose activity change, negative = displacement, most hits filed as inhibitors; Ferritin light chain (Equus caballus), P02791; hit rate 0.074% among 350,000; also: potency is read from the fitted curve at half-maximal effect; % is scaled to controls: 0 for no effect and ±100 for the full control effect; nearly all actives have a fitted effect of over 20% in size
# Target sequence (P02791 2-175 limits assumed): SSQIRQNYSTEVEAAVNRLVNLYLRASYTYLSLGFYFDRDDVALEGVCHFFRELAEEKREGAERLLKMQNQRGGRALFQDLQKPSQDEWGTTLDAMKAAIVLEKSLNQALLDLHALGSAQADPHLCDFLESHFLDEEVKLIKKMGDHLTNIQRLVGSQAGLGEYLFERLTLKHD
#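 Steps: apoferritin (10 uM) was premixed with half-saturated 1-AMA in PBS, compounds were pin-transferred, plates stood 10 min at room temperature, fluorescence was read at 380/535 nm, and curves were fitted with a Hill equation.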
# LDHA inh: qHTS assay for inhibitors of human lactate dehydrogenase; L-lactate dehydrogenase A chain (Homo sapiens), P00338; purified LDHA, NADH/diaphorase-resazurin fluorescence; active compounds read low; activity change, % (values are at about 110 or 230 µM); hit rate 0.15% among 480,000; AID 1347041, 2019; in the data active = activity change below about -30%; inconclusive = mostly about -25% to -30%;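 also: plate controls were DMSO wells for no effect and wells without enzyme for full effect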
#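 Human LDH5 at 2 nM final in Tris HCl pH 7.4 with 0.06 mM NADH and 0.2 mM pyruvate, reacted 5 minutes at room temperature. Remaining NADH coupled via diaphorase/resazurin; resorufin fluorescence read at 0 and 20 minutes, normalized to enzyme-free and DMSO wells.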
# ALOX12 inh: Primary qHTS assay for inhibitors of human arachidonate 12S-lipoxygenase (ALOX12): Round 2; Potency, µM (highest dose often 108 µM), for inactives: at the highest dose activity change, negative = inhibition, most hits filed as inhibitors; hit rate 1.1% among 580,000; Polyunsaturated fatty acid lipoxygenase ALOX12 (Homo sapiens), P18054; AID 1671190, 2021; purified 12hLO, xylenol orange hydroperoxide absorbance; also: potency is read from the fitted curve at half-maximal effect; % is scaled to controls: 0 for no effect and ±100 for the full control effect
# Target sequence (P18054 whole entry, looked up): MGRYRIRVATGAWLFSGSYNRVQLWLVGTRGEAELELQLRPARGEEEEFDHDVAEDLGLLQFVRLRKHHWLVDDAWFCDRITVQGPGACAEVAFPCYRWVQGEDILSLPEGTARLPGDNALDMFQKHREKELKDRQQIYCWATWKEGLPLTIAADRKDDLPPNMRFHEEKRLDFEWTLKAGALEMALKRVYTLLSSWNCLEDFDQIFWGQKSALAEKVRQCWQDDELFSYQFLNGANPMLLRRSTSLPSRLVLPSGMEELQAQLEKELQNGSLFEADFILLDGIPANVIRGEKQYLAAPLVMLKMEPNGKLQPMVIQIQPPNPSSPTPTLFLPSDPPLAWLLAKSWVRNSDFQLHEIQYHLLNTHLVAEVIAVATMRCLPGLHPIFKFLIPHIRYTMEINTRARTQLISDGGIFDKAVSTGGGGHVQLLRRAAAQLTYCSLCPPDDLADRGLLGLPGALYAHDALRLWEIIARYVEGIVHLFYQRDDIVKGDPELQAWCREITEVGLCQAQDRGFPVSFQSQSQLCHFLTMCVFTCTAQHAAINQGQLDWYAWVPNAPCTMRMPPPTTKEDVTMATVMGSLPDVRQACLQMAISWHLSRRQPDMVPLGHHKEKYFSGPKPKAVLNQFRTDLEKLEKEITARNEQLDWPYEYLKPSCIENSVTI
#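 Hydroperoxide product was detected by ferrous iron/xylenol orange as the 573 to 405 nm absorbance ratio. Arachidonic acid at 40 uM (final) was turned over for 30 min at room temperature by 150 nM human 12hLO, pH 7.0 Hepes buffer, after 15 min compound preincubation.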
# RGS4 inh: Inhibitors of Regulator of G Protein Signaling (RGS) 4: qHTS | Regulator of G-protein signaling 4 (Homo sapiens), P49798 | Transcreener GDP fluorescence polarization, RGS4-accelerated GTP hydrolysis | Potency, µM (highest dose often 114 µM), without a hit: top-dose activity change, negative = inhibition, usual class: inhibitors | hit rate 0.039% among 390,000; also: potency is read from the fitted curve at half-maximal effect; % is scaled to controls: 0 for no effect and ±100 for the full control effect; nearly all actives have a fitted effect of over 75% in size; some results filed as inactive show a strong effect at the top dose
# Target sequence (P49798 whole entry, looked up): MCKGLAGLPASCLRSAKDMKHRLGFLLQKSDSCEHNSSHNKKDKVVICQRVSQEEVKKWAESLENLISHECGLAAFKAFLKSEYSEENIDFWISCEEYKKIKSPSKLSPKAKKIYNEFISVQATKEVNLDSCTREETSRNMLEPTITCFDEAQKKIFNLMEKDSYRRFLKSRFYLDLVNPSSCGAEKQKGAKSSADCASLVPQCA
#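 MLSMR compounds (23 nl, pin-transferred) preincubated 10 min at room temperature with a 500nM (2x) first reagent, then RGS4 at 900nM (2x) plus Transcreener GDP mix added; fluorescence polarization (620/688 nm) read before and after 90 min at 30 °C.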
# POLK inh: qHTS for Inhibitors of Polymerase Kappa; DNA polymerase kappa (Homo sapiens), Q9UBT6; purified Pol kappa, fluorescent DNA synthesis assay, 10 min; Potency, µM (series often up to 107 µM), inactives show at the highest dose activity, negative = inhibition, hits mostly inhibitors; hit rate 0.53% among 400,000; AID 588579, 2011; also: potency is read from the fitted curve at half-maximal effect; % is scaled to controls: 0 for no effect and ±100 for the full control effect
#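 First, compounds were pin-transferred onto 10 nM Pol kappa. After 15 min at room temperature, substrate was added to 50 nM final. Fluorescence was then measured kinetically at 0 and 10 min.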
# ERG Ets-DNA blk: qHTS for Small Molecule Inhibitors of the ERG Ets/DNA interaction | hit rate 0.028% among 370,000 | Transcriptional regulator ERG (Homo sapiens), P11308 | fluorescence polarization, His-ERG Ets domain / labelled DNA | Potency, µM (titrated, usually from 76.9 µM), for inactives: top-dose FP activity, negative = inhibition, usual class: inhibitors; active = well fitted inhibition curve with a large enough effect in the polarisation, with a control signal flat; inconclusive = small, poorly fitted or top-dose-only effect, or effect the other way, or a change in a side signal; inactive = no such curve, though single readings can be large or run the other way; the % refers to the polarisation;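 also: polarization taken with two DNA probes labelled with fluorescein and Texas red; potency is read from the fitted curve at half-maximal effect; % of control where 0% means no effect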
#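 His-tagged ERG Ets domain (1 uM in the protein solution; 300mM KCl, 50mM Tris-HCl, 1mM EDTA, 1mM DTT, pH 7.5) received compound, then a probe mix of 5 nM fluorescein-DNA and 100nM Texas-615-DNA. Fluorescence polarization was read for both dyes.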
# POLH inh: qHTS for Inhibitors of Polymerase Eta; DNA polymerase eta (Homo sapiens), Q9Y253; recombinant Pol eta, fluorescent DNA replication assay; Potency, µM (highest dose often 114 µM), for the others: at the highest dose activity change, negative = inhibition, most hits filed as inhibitors; hit rate 1.2% among 390,000; AID 588591, 2011; also: potency is read from the fitted curve at half-maximal effect; % is scaled to controls: 0 for no effect and ±100 for the full control effect
#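 Pol eta (10 nM) was preincubated with compounds for 15 min at room temperature, after which fluorescent replication substrate (50 nM final) was added to start the reaction. Fluorescence was read kinetically at 0 and 10 min.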
# Active calls of the source: *; ? = inconclusive; . = not tested or not shown; & = joins results of further samples; [ ] = another dose, or the depositor's remark. Unless noted, calls follow the shape of the dose curve; as a rule, active = well fitted curve in the direction sought with a large enough effect; inconclusive = small, poorly fitted or top-dose-only effect, or another doubt; inactive = no such curve, though single readings can be large; an effect the other way counts as inactive or inconclusive. Some of the compounds tested; count on the stated rates, not on these rows.
SMILES,Pol beta inh,APEX1 inh,Apoferritin bind,LDHA inh,ALOX12 inh,RGS4 inh,POLK inh,ERG Ets-DNA blk,POLH inh
Cc1ccn(C(C)CC(=O)N2CCc3ccccc32)n1 (centres undefined),50%,9%,-11%,1,38%[activator],-3%,4%,-7%,-4%
Oc1ccc(Cc2ncc(C(F)(F)F)cc2Cl)cc1,4%,13%,?,-2,18%,19%,-12%,-1%,-2%
CN(CC(=O)Nc1ccc(F)c(F)c1F)C1CCCCC1,14%,5%,?,-10,0%,7%,-3%,7%,-7%
CCN(Cc1cnn(C)c1)C(=O)c1cc(COc2ccc(F)cc2F)on1,-2%,12%,2%,-4,3%,-10%,4%,14%,-18%
O=C1S/C(=C\c2ccc(N3CCOCC3)o2)C(=O)N1Cc1c(F)cccc1Cl,12%,0%,-13%,20,32µM*,-109%,-8%,.,-3%
CC1(C)C2C/C(=N\O)C(C)(/[N+]([O-])=C/c3cccc([N+](=O)[O-])c3)CC21 (centres undefined),-7%,6%,?,-5,5%,22%,-17%,-3%,-5%
COc1ccc(CCNC(=O)CN2CCOc3ccccc32)cc1OC,-18%,-5%,-3%,6,476%[activator],-13%,-6%,1%,-22%
CC(C)c1ccc(/C=N/NC(=O)CN(c2cccc(Cl)c2Cl)S(C)(=O)=O)cc1,11%,-10%,-19%,0,5%,-5%,-10%,16%,-15%
Cc1ccc(S(=O)(=O)N/N=C/c2ccccc2O)cc1[N+](=O)[O-],3%,4%,-4%,-7,6%,-14%,1%,9%,-3%
O=C(CSc1ncnc2c1oc1ccccc12)Nc1cccc(C(F)(F)F)c1,5%,2%,-20%,-1,-2%,5%,6%,2%,-18%
CN(C)/C=N/c1nc2nccc(-c3ccccn3)n2n1,15%,-2%,269%[activator],0,?,-7%,0%,-7%,-18%
Cc1ccc(NC(=O)CC2CS(=O)(=O)CC2CC(=O)Nc2ccc(C)c(C)c2)cc1C (centres undefined),2%,-8%,-17%,-5,0%,-1%[11.4 µM],-6%,0%,2%
COc1ccc(OCC(O)Cn2c(Nc3cccc(C)c3)nc3c2c(=O)n(C)c(=O)n3C)cc1 (centres undefined),37%,11%,-6%,-2,-26%,-10%,-2%,-11%,-19%
O=C(Cc1ccc(-n2c(=O)c3ccccc3n(CC(=O)Nc3ccc(F)cc3F)c2=O)cc1)NCc1ccco1,1%,-5%,-18%,-2,-8%,-5%[56.9 µM],-11%,11%,-3%
Cc1nn(-c2ccccc2)c(C)c1-c1ccccc1O,19%,19%,-10%,-8,0%,11%,-10%,4%,-6%
O=C(NNC(=O)C1C2C=CC(C2)C1C(=O)O)c1ccccc1 (centres undefined),-6%,26%[12.4 µM],-5%,-4,-11%,6%,9%,0%,-3%
Cc1ccc(OCc2n[nH]c(=S)n2-c2ccc(Br)cc2)cc1,3%,28%,?,-3,?,-31%,-10%,-14%,-18%
CCOC(=O)C1(CC2CC2)CCN(Cc2ccc(OC)cc2F)CC1,89µM*,-1%,-11%,-2,0%,13%,-24%,2%,-21%
CC(Sc1nncn1C)C(=O)Nc1ccc(Cl)cn1 (centres undefined),83%,13%,8%,0,-1%,-13%,-1%,-4%,-7%
O=C(Nc1ncccn1)c1cc(-c2ccc(F)cc2)nc2ccccc12,-2%,4%,-8%,-3,44%[activator],9%,-8%,3%,-2%
C=CCn1c(C2CCCCC2)n[nH]c1=S,-22%,2%,-14%,-11,-27%,-12%,4%,-5%,1%
CC1CC2=C(C(=O)O1)C(c1ccc(Cl)cc1)Nc1ccccc1N2 (centres undefined),3%,1%,-1%,1,3%,-4%,-17%,-2%,-11%
Cn1c(=O)[nH]c(=O)c2c1nc(Br)n2CCC(=O)c1ccccc1,1%,-4%,-13%,-14,-9%,15%[11.4 µM],-13%,-4%,1%
O=C(c1ccc2ccccc2n1)N1CCN(c2ccccn2)CC1,5%,-1%,3%,-1,-26%,-13%,-10%,-5%,-10%
COc1ccc(OCC(=O)NCCCNC(=O)COc2ccc(OC)cc2)cc1,.,-3%,.,-2,0%,16%,6%,17%,-14%
# (further entries)
SMILES,Pol beta inh,APEX1 inh,Apoferritin bind,LDHA inh,ALOX12 inh,RGS4 inh,POLK inh,ERG Ets-DNA blk,POLH inh
O=C(CCOc1ccccc1)Nc1cccc([N+](=O)[O-])c1,-2%,-6%,?,-4,-5%,-6%,0%,-11%,-10%
CCN(CC)S(=O)(=O)c1cccc(C(=O)N/N=C/c2cc(OC)c(O)c(OC)c2)c1,12%,4%,-16%,-1,-12%,-22%,-8%,-9%,-23%
CC(=O)Nc1cccc(NS(=O)(=O)c2c(C)noc2C)c1,.,49%,.,3,0%,1%,-6%,-7%,2%
C#CCOC(=O)c1ccccc1C(=O)OCC#C,9%,-1%,-21%,-1,17%,4%,-5%,10%,-4%
CCc1ccc(-c2nc(CS(=O)CC(=O)NCc3ccc4c(c3)OCO4)c(C)o2)cc1 (centres undefined),-14%,23%,-18%,-3,?,23%,-5%,3%,-9%
Cc1ccc(S(=O)(=O)N(CC(=O)NCc2ccncc2)Cc2ccccc2F)cc1,11%,29%,-15%,-4,2%,30%,-7%,0%,-9%
CC(=O)c1c(C)[nH]c(C(=O)COC(=O)c2cccs2)c1C,.,?,.,-7,-3%,-14%,-16%,1%,2%
COc1cc(C2c3c(-c4cc(Cl)c(C)cc4O)n[nH]c3C(=O)N2Cc2cccnc2)ccc1O (centres undefined),3%,-8%,?,2&-6,-7%&1%,-4%,-6%,16%,-21%
CCN(Cc1ccc(N(C)C)cc1)C(C)C(=O)Nc1ccc(S(=O)(=O)N2CCCC2)cc1 (centres undefined),.,-11%,.,1,-22%,3%,-5%,-6%,-17%
O=C(COc1ccc2c3c(c(=O)oc2c1)CCC3)c1ccc2c(c1)OCO2,14%,-5%,-18%,3,-24%,11%,-4%,.,-3%
O=S(=O)(NCc1ccccc1)c1ccc(S(=O)(=O)N2CCCCC2)cc1,18%,-6%,7%,-5,7%,1%,8%,1%,-2%
CCOC(=O)C1CCN(C(=O)c2ccccc2N(C)S(C)(=O)=O)CC1,13%,-4%,-7%,-5,0%,16%,-13%,2%,-5%
COc1ccc(N2CCN(c3ccc([N+](=O)[O-])cc3Cl)CC2)cc1,24%,?,2%,1,-15%,3%,-3%,3%,-13%
CC1CCc2sc(C(=O)NNS(=O)(=O)c3ccc(F)c(F)c3F)cc2C1 (centres undefined),.,24%,.,2,-30%,-4%,-12%,3%,-12%
Cc1ccc(N(CC(=O)Nc2ccc(F)cc2)S(=O)(=O)N2CCCC2)cc1,-12%,3%,?,0,0%,-2%,-2%,3%,-18%
Cc1cc(C)cc(NC(=O)CSc2nc3sc4c(c3c(=O)[nH]2)CCCC4)c1,6%,.,48%[activator],5,-27%,7%,-8%[60.1 µM],6%,-11%
O=C(CSc1ncccn1)NC(=O)Cc1ccccc1,.,38%,.,-3,0%,32%,-17%,-4%,-15%
Cc1ccc(C)c(CSc2cn(CC(=O)N3CCCCCC3)c3ccccc23)c1,2%,.,-9%,3,-10%,5%,-23%,-20%,-4%
O=C(O)CCC(=O)N1CCc2cc(S(=O)(=O)N3CCN(c4ccc(F)cc4)CC3)ccc21,22µM*,4%,-9%,3,1%,-26%,-8%,-10%,-4%
CCC(C)(C(=O)NC1CCCCC1)N(C(=O)CNC(=O)c1ccccc1)c1c(C)n(C)n(-c2ccccc2)c1=O (centres undefined),-2%,-3%,-6%,-6,0%,-14%,-3%,-9%,-18%
C/C=C(\C)c1nnc(NC(=O)C(C)C)s1,-4%,1%,2%,-1,0%,-37%,15%,0%,-9%
CCOC(=O)c1c(S(=O)(=O)NCC(=O)N2CCN(c3cccc(OC)c3)CC2)c(C)n(C)c1C,1%,19%,-7%,-16,1%,-12%,-1%,-6%,-8%
COc1ccc(C)cc1NC(=O)CSc1nnc(-c2ccco2)n1N,-2%,-3%,-14%,-6,-17%,14%,-28%,-2%,13%
COC(=O)C(C)Sc1nc2ccsc2c(=O)n1Cc1ccccc1 (centres undefined),21%,58%[activator],-12%,-5,?,-19%,-19%,7%,?
CCCCC(=O)N(c1ccc2oc(C)c(C(C)=O)c2c1)S(=O)(=O)c1ccc(F)cc1C,13%,.,-4%,-6,-23%,5%,-14%,-6%,-9%
CCOc1cc(/C=N\Nc2nc(-c3ccc(C)cc3)c(NC(C)=O)s2)ccc1O,-2%,-11%,9%,2,0%,-20%,-6%,1%,-23%
CCOn1c(SCC)nc2ccccc2c1=O,44%,2%,-8%,-6,-7%,1%,-9%,-14%,-14%

# Screening data from PubChem BioAssay.
